High-throughput results (PubChem BioAssay)
RAD52 anneal inh: inhibitors of human RAD52 DNA annealing | AID 651710 | inhibition, % at 18.7 µM | actives 0.46% (n = 360,000) | recombinant RAD52 DNA annealing, FRET fluorescence;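 active = every replicate showing at least 50% inhibition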
RAD54 branch: RAD54 (human) branch migration inhibition. Q92698. RAD54 Holliday junction branch migration, FAM/BHQ fluorescence. inhibition, % at 10.4 µM. actives 0.14% (n = 360,000). AID 602329;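 active = mean normalized replicate activity at least 40 and at least half of replicates scoring 40 or more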;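 also: 0% = median of neutral control wells and 100% = median of positive control wells; inhibitors cause a drop in the FAM fluorescence signal; in these data hits start at about 50%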
Target sequence (Q92698 whole entry, looked up): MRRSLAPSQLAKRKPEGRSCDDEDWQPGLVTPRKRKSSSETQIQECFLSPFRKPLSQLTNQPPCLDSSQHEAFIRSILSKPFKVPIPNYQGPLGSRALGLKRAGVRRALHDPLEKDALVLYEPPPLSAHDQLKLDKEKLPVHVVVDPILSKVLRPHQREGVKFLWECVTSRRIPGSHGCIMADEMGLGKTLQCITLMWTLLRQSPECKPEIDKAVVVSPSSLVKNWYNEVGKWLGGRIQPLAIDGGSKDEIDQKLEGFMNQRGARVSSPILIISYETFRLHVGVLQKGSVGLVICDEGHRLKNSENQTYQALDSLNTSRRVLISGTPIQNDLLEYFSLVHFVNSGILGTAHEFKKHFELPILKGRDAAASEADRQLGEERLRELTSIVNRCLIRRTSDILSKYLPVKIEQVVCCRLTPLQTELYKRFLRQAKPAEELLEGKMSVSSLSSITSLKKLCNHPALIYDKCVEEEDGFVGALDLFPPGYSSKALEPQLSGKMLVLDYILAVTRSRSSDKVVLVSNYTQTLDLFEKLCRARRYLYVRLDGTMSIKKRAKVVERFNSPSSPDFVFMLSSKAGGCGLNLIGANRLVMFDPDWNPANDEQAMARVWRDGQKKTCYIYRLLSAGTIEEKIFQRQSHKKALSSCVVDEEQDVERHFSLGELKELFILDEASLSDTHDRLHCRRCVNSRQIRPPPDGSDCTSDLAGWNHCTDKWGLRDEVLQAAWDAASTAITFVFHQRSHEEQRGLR
E-selectin induc: E-selectin induction on HUVECs; P16581; HUVEC E-selectin immunofluorescence imaging; normalized: neutral wells 0, TNF-alpha wells 100; activation, % at 7.58 µM; actives 0.37% (n = 260,000); AID 686992;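 active = mean E-selectin-positive cell signal at least 10% of the positive control, reached in at least 60% of replicates, without over 20% cell loss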;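 also: in these data hits start at about 27%; measured in HUVEC primary endothelial cells; signal is the percent of cells scored E-selectin positive by PE staining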
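Test system: HUVEC; input: 3,000 HUVEC/well; measured by: immunofluorescence imaging; read-out: % PE-positive cells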
PglD DTNB: PglD (C. jejuni) enzyme inhibition | purified PglD enzyme, DTNB colorimetric CoA detection | inhibition, % at 12.5 µM | actives 0.098% (n = 360,000); in the data active = inhibition above about 16%, passing the limit was not always enough; also: strong numbers were not always called active
ERp5 inh: ERp5 (human) disulfide isomerase inhibition | actives 0.05% (n = 350,000) | AID 651711 | ERp5 insulin aggregation, absorbance 650 nm, 90 min | inhibition, % at 9.99 µM | Q15084;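 active = mean replicate inhibition above about 25%, with every replicate also reaching it, limit read from the data, passing the limit was not always enough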
ARNT-TACC3 inh: disruptors of human ARNT/TACC3 interaction | actives 0.66% (n = 390,000) | inhibition, % at 9.99 µM | AlphaScreen His-ARNT PAS-B/GST-TACC3 binding, luminescence; TACC3 fragment carries E629A point mutation | Q9Y6A5;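 active = mean inhibition of replicates at least 50% and at least half of replicates each reaching 50%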;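 also: 0% = complete ARNT plus TACC3 wells and 100% = ARNT alone without TACC3; many hits fall short of the cut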
CASP6 VEID inh: caspase-6 (human) enzyme inhibition; AID 686996; inhibition, % at 12.5 µM; actives 0.53% (n = 350,000); P55212; purified caspase-6, Z-VEID-R110 cleavage fluorescence;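 active = mean inhibition across replicates at least about 35%, with every replicate also reaching that limit, limit read from the data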;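 also: 0% = median of neutral control wells and 100% = no fluorescence left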
Target sequence (P55212 24-179 limits assumed): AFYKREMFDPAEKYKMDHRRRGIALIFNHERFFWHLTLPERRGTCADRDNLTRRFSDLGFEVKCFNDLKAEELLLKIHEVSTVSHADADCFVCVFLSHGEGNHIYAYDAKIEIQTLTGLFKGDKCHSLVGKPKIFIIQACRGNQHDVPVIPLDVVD
Target sequence (P55212 194-293 limits assumed): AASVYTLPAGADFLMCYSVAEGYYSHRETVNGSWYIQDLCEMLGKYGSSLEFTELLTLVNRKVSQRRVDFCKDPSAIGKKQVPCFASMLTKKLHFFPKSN
esBAF inh: SWI/SNF esBAF complex inhibition; actives 2% (n = 350,000); mouse ES cells, Bmi1-luciferase knock-in reporter, 24 h; 100% = twice the neutral-well signal; AID 602393; reporter increase, % at 12.5 µM; in the data active = activation above about 40%;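 also: 0% = median of the plate's neutral control wells and 100% = double that signal; a rise in the Bmi1 reporter signal indicates esBAF inhibition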
* hit, by the source's call; / = no result given.

The line under a structure holds: RAD52 anneal inh, RAD54 branch, E-selectin induc, PglD DTNB, ERp5 inh, ARNT-TACC3 inh, CASP6 VEID inh, esBAF inh
C[C@H](CO)N1C[C@H](C)[C@H](CN(C)C(=O)C2CC2)Oc2cc(C#Cc3ccccc3)ccc2S1(=O)=O
  0, -14, 0.1, -2, 2, 2, 1, 3
O=C(/C=C/Sc1ccccc1)c1ccccc1
  -4, -28, /, -3, 0, 8, 1, -2
COc1cccc(-c2onc3ccc(C(=O)/C=C/N(C)C)cc23)c1
  -81, 10, 0.0, -1, -2, 5, 7, -8
O=S(=O)(c1ccc2nc(COc3ccc(Cl)cc3Cl)[nH]c2c1)N1CCOCC1
  -10, 8, /, 4, 3, -1, 4, -2
C[C@@H]1CN([C@H](C)CO)C(=O)c2cc(C#Cc3ccncc3)cnc2O[C@H]1CN(C)CC1CCOCC1
  -5, -3, -0.2, -1, -6, 0, 0, 0
Cc1cc(C)c(-n2c(SCC(=O)N3CCOCC3)n[nH]c2=O)c(C)c1
  -11, 6, -0.2, -10, -4, -18, -2, -3
Cn1c(=NC(=O)c2ccco2)sc2ccccc21
  -2, /, /, /, -1, -4, -2, /
CCCNC(=O)C1Cc2cc(S(=O)(=O)N3CCCC3)ccc2N1C(C)=O (centres undefined)
  -14, -7, 3.2, -6, -3, 0, -1, 5
COc1ccc(CCC(C)NC(=O)CCc2ccccc2)c(OC)c1 (centres undefined)
  -6, -1, /, -2, -1, -4, 0, -4
CN1CCN(C(=O)CCn2c(=S)[nH]c3ccccc3c2=O)CC1
  0, 3, 0.1, -2, 1, /, -1, 5
CCOc1ccc(S(=O)(=O)Nc2cccc(C(=O)NCC(c3ccccc3)N(C)C)c2)cc1 (centres undefined)
  -8, -8, 0.2, 9, -2, -24, -61, -1
O=C(NCC(=O)N1CCN(Cc2c(F)cccc2Cl)CC1)c1cccc(Cl)c1
  -8, -3, 0.0, 5, -1, 0, 1, 3
COc1ccc(NC(=O)Nc2ccc3c(c2)C(=O)N([C@H](C)CO)C[C@@H](C)[C@H](CN(C)CC2CC2)OCCCC[C@@H](C)O3)cc1
  38, 6, -0.1, 11, 4, 6, 3, 1
CNC[C@H]1Oc2cc(C#CC3(O)CCCC3)ccc2S(=O)(=O)N([C@@H](C)CO)C[C@@H]1C
  4, -8, -0.2, 2, -2, -1, 2, 5
COc1cccc2cc(C(=O)CC3(O)C(=O)N(Cc4ccccc4)c4ccccc43)c(=O)oc12 (centres undefined)
  /, 2, 1.2, 6, /, 3, /, 13
C#CCCOC(=O)N1C2=NC(C(=O)OC)=C(C(=O)OC)[C@@H]3N(CC=C)c4ccccc4[C@]23C[C@H]1C(=O)OC
  -12, -2, -0.2, -3, -4, 2, 0, -6
O=c1[nH]c2ccccc2[nH]c1=O
  -7, -8, 1.2, -3, 4, -3, 1, -5
Cc1cccc(C(=O)Nc2nc(C)c(C(=O)Nc3ccc4c(c3)CCC4)s2)c1
  -11, 7, /, 0, -1, -21, -1, 38
CC(C)(C)N/C=C(\C#N)S(=O)(=O)c1ccc(Br)cc1
  -4, -4, /, -3, 0, /, 0, -3
Cc1ccc(C(=O)N/C(=C\c2ccco2)C(=O)NC2CCS(=O)(=O)C2)cc1 (centres undefined)
  -19, -1, 0.9, 2, 4, 0, 0, 4
CCN(C(=O)CSc1ncnc2sc(C)c(C)c12)C1CCS(=O)(=O)C1 (centres undefined)
  -20, /, 1.3, /, 2, -4, 1, /
CCCC(=O)Nc1ccc2c(c1)C(=O)N(C)C[C@H](OC)[C@H](C)CN(S(=O)(=O)c1cn(C)cn1)[C@@H](C)CO2
  -6, -6, -0.1, 1, 4, -19, 0, -7
CO[C@H]1CN(C)C(=O)c2ccc(NC(=O)c3ccc(Oc4ccccc4)cc3)cc2OC[C@H](C)NC[C@H]1C
  52*, 7, 0.8, 0, -2, 4, 1, 3
CCOc1ccccc1Nc1nc(-c2sc(NC(=O)c3ccco3)nc2C)cs1
  -13, -1, -0.3, 0, -5, /, 0, 3
CC(C)(C)[C@H]1C=C(C(=O)NC2CC2)O[C@@H](OCCCCO)C1
  -13, -8, -0.2, -2, -1, -5, 1, -1
CNC(=O)c1ccccc1-c1cn(C)c2ccccc2c1=O
  -21, -4, -3.7, 1, 4, -2, 2, 4
COc1c(C)cc(C(O)c2ncc(-c3ccccc3C)[nH]2)cc1C (centres undefined)
  -14, 5, -0.1, -1, 5, /, 8, 0
COc1c(C)cc(C(O)c2ncc(-c3ccc(C(F)(F)F)cc3)[nH]2)cc1C (centres undefined)
  -6, -7, 0.5, -2, 6, /, 0, 3
O=C(N[C@H]1CC[C@H](CCn2cc(C3(O)CCCC3)nn2)O[C@@H]1CO)c1ccccc1F
  -7, 1, -0.5, 4, 5, 11, 4, 13
COc1ccccc1C(=O)NC(=O)COC(=O)c1cc[n+]([O-])cc1
  -18, 2, 0.2, 4, 2, 1, 4, 2

Compounds shown so far that contain a Cl atom, in the order listed:
The line under a structure holds: RAD52 anneal inh, RAD54 branch, E-selectin induc, PglD DTNB, ERp5 inh, ARNT-TACC3 inh, CASP6 VEID inh, esBAF inh
O=S(=O)(c1ccc2nc(COc3ccc(Cl)cc3Cl)[nH]c2c1)N1CCOCC1
  -10, 8, /, 4, 3, -1, 4, -2
O=C(NCC(=O)N1CCN(Cc2c(F)cccc2Cl)CC1)c1cccc(Cl)c1
  -8, -3, 0.0, 5, -1, 0, 1, 3

Looked up by compound from the entries so far, 4 records:
The line under a structure holds: RAD52 anneal inh, RAD54 branch, E-selectin induc, PglD DTNB, ERp5 inh, ARNT-TACC3 inh, CASP6 VEID inh, esBAF inh
Cc1cccc(C(=O)Nc2nc(C)c(C(=O)Nc3ccc4c(c3)CCC4)s2)c1
  -11, 7, /, 0, -1, -21, -1, 38
C[C@H](CO)N1C[C@H](C)[C@H](CN(C)C(=O)C2CC2)Oc2cc(C#Cc3ccccc3)ccc2S1(=O)=O
  0, -14, 0.1, -2, 2, 2, 1, 3
CNC(=O)c1ccccc1-c1cn(C)c2ccccc2c1=O
  -21, -4, -3.7, 1, 4, -2, 2, 4
Cn1c(=NC(=O)c2ccco2)sc2ccccc21
  -2, /, /, /, -1, -4, -2, /

(listing goes on)
The line under a structure holds: RAD52 anneal inh, RAD54 branch, E-selectin induc, PglD DTNB, ERp5 inh, ARNT-TACC3 inh, CASP6 VEID inh, esBAF inh
COc1ccc(NC(=O)N(C)C[C@H]2OCCCC[C@H](C)Oc3ccc(NC(=O)c4ccncc4)cc3C(=O)N([C@H](C)CO)C[C@@H]2C)cc1
  /, -12, 0.5, 6, /, 15, /, -4
Cc1ccccc1-c1nc(CN2CCC(C(=O)O)CC2)c(C)o1
  1, -3, -0.6, -3, -4, /, 0, -2
CC(C)C(c1nnnn1Cc1ccccc1)N1CCN(Cc2ccco2)CC1 (centres undefined)
  /, -9, /, -12, /, 2, /, 7
COc1cc(-c2nnc(COC(=O)c3nn(CC(C)C)c(=O)c4ccccc34)o2)cc(OC)c1OC
  -11, -3, -0.1, 5, 0, -4, -1, -1
CC1(C2CC2)NC(=O)N(CC(=O)Nc2ccc(C(F)(F)F)cc2)C1=O (centres undefined)
  -15, -2, /, 1, -11, 3, -5, -4
CC(C)=C1C2C=CC1C(C(=O)Nc1cccc(C)c1)C2C(=O)O (centres undefined)
  -19, -6, /, 2, -3, 0, -4, -1
Cc1noc(C)c1NC(=O)NCC[C@H]1CC[C@H](NC(=O)Nc2cccc(Cl)c2)[C@@H](CO)O1
  -8, 0, 0.0, 2, 9, -17, -203, 2
O=C(NCC[C@@H]1CC[C@@H](NS(=O)(=O)Cc2ccccc2)[C@H](CO)O1)C1CCCCC1
  -6, 1, 0.1, 2, 12, -30, 1, 1
O=C(C(=O)N1CCN(c2cccc(Cl)c2)CC1)c1c[nH]c2ccccc12
  0, -16, 1.5, 8, 2, 5, 5, /
COc1ccc(-c2cn(CCC(=O)O)c(-c3ccc(Cl)nc3)n2)cc1
  -9, -2, 0.6, 0, 2, -8, 1, -5
O=C(O)c1ccc(Nc2ccc(Cl)c(Cl)c2)c([N+](=O)[O-])c1
  -10, 0, -0.1, /, -1, 3, -4, 0
C#CCOCCOCCOCCNc1nc(N2CCN(C(=O)CCCCCCCCCCNC(=O)[C@@H](CCSC)n3cc(CCO)nn3)CC2)nc(N2CCN(C(=O)CCCCCCCCCCNC(=O)[C@@H]([C@H](C)O)n3cc(C)nn3)CC2)n1
  -3, -8, -0.1, -2, 1, -5, 2, 12
COCCNC(=O)c1cn(C)c2ccccc2c1=O
  -11, /, /, /, 2, 10, -4, /
O=C(NCC1CCCO1)c1onc(CSc2cccc(Cl)c2)c1C(=O)O (centres undefined)
  -10, 2, -0.1, 4, -1, -7, 1, 10
COc1ccc2c3c([nH]c2c1)[C@H](CO)N(Cc1ccccn1)CC31CCN(C(=O)CC2CC2)CC1
  -87, /, -0.1, /, -8, /, -3, /
C[C@@H]1CN([C@H](C)CO)C(=O)c2cccc(NS(C)(=O)=O)c2O[C@@H]1CN(C)S(=O)(=O)c1cccs1
  2, -6, -0.2, 3, 0, -8, 2, -2
O=C(NCC1CCCN1S(=O)(=O)c1cccs1)c1ccc(F)c(F)c1 (centres undefined)
  -15, -6, 0.1, 4, 2, 3, -2, 0
CC(=O)CC(=O)O[C@@H]1C=C[C@H](NC(=O)OC(C)(C)C)C1
  6, /, -0.1, /, -1, /, 0, /
Cc1ccc(Cl)cc1N(CC(=O)NC(C)c1ccccc1)S(C)(=O)=O (centres undefined)
  -4, -8, 0.1, 10, 3, 0, -1, -3
CC(C)(C)c1ccc(C#C[C@@H]2C=C[C@H](O)[C@@H](COC(=O)Nc3ccccc3)O2)cc1
  -62, /, -0.3, /, 0, /, -3, /
COc1ccc(/C=C2\CCc3ccccc3C2=O)cc1O
  2, 3, /, -5, 0, /, 7, 2
COc1ccccc1NC(=O)C(C)OC(=O)CN1C(=O)C2CC=CCC2C1=O (centres undefined)
  -8, /, 0.2, /, -4, -5, -1, /
O=C(COc1ccc(F)cc1)NCC1(N2CCCCC2)CCCCC1
  -20, -14, /, -3, 7, 31, 0, -4
CC(OC(=O)c1ccc(Cl)c([N+](=O)[O-])c1)C(=O)N1CCN(Cc2ccccc2)CC1 (centres undefined)
  -7, 0, /, -5, 11, 7, 4, 1
CC(=O)Nc1cc(-c2ccccc2)ccc1O
  /, 2, /, 2, /, -2, /, -8
COC(=O)c1ccc(S(=O)(=O)N2CCc3ccccc32)cc1
  -3, -6, 1.5, -4, 0, -4, 2, 7
O=C(CN1CCN(S(=O)(=O)/C=C/c2ccccc2)CC1)NC(=O)NCc1ccco1
  -25, -14, /, 3, 1, -1, 9, -9
COc1cc2c(cc1C1C(C#N)=C(N)OC3=C1C(=O)CC(C)(C)C3)OCO2 (centres undefined)
  -20, 2, /, -8, -2, 2, 0, 2
COc1ccc(-c2ccc3c(c2)O[C@@H](CN(C)CC2CCOCC2)[C@H](C)CN([C@@H](C)CO)S3(=O)=O)cc1
  -15, -7, -0.2, -1, -2, -7, 1, -6

By substructure: the compounds so far with a thiophene ring, fused or not
The line under a structure holds: RAD52 anneal inh, RAD54 branch, E-selectin induc, PglD DTNB, ERp5 inh, ARNT-TACC3 inh, CASP6 VEID inh, esBAF inh
CCN(C(=O)CSc1ncnc2sc(C)c(C)c12)C1CCS(=O)(=O)C1 (centres undefined)
  -20, /, 1.3, /, 2, -4, 1, /
C[C@@H]1CN([C@H](C)CO)C(=O)c2cccc(NS(C)(=O)=O)c2O[C@@H]1CN(C)S(=O)(=O)c1cccs1
  2, -6, -0.2, 3, 0, -8, 2, -2
O=C(NCC1CCCN1S(=O)(=O)c1cccs1)c1ccc(F)c(F)c1 (centres undefined)
  -15, -6, 0.1, 4, 2, 3, -2, 0
